Source: PubChem BioAssay (several laboratories)
APP 5'UTR act – activators of APP 5'UTR luciferase reporter, primary screen, SH-SY5Y cells; AID 1276, 2008; activation, % at 2 µM; 1% of 190,000 active; SH-SY5Y APP 5'UTR luciferase reporter, luminescence; zero percent = DMSO vehicle wells;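 active = activation above a set limit, based on mean plus 3 SD of controls, cut at about 140% in these data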; note: values of inactives mirror those of a sister screen read the other way
FLuc act counter – FLuc activators, initial screening, artefact control for FLuc-dependent activation tests, biochemical, ATPlite luminescence; ATPlite luciferase biochemical, 10 min; 0 = ATP-free wells, 1 = DMSO control; 200,000 tested, under 10 active; activation factor at 10 µM; AID 1027, 2008; Luciferin 4-monooxygenase (Photinus pyralis), P08659;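 active = luciferase activation factor, scaled between plate controls, of at least 2 with compound at 10 µM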
Target sequence (P08659 whole entry, looked up): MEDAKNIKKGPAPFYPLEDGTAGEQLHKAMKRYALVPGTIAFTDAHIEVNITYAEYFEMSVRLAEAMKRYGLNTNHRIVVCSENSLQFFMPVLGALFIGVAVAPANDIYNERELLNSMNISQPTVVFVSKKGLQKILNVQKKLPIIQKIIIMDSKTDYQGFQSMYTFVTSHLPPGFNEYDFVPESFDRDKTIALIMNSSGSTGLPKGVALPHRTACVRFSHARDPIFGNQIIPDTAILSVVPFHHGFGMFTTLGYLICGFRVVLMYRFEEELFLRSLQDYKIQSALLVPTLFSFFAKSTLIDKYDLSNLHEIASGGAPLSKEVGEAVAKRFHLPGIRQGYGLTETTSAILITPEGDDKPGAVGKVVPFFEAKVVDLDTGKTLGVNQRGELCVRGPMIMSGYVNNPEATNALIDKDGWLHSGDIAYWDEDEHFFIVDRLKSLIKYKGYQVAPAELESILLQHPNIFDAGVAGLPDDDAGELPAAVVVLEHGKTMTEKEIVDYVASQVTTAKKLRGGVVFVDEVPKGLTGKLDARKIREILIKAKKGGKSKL
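test system = cell-free luciferase reagent | medium = PBS as buffer for the ATP substrate | dosing = test compounds dosed from 2 mM stocks in 100% DMSO | incubation = 10 min at ambient temperature | detection = luminescence measurement of luciferase light output | benchmarks = low control with PBS replacing ATP, high control enzyme plus ATP without compound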
TLR4-MyD88 BLA – inhibitors of TLR4-MyD88 association in cells, primary screen, cell-based, HeLa CL3-4, BLA complementation, FRET ratio; Toll-like receptor 4 (Homo sapiens) + Myeloid differentiation primary response protein …; HeLa CL3-4 TLR4/MyD88 BLA complementation; inhibition, % at 8.4 µM; 0.18% of 200,000 active; in the data active = inhibition above about 25%;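 note: 0% = vehicle and 100% = reference inhibitor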
NF-kB neuron act – activators of NF-kB expression in neurons, primary screen, cell-based, HTS | human neuronal cells, NF-kB reporter expression; stronger effect = higher value | AID 1239, 2008 | 1.6% of 190,000 active | fold change at 12.5 µM; in the data active = fold change above about 3.3
Diaphorase inh – diaphorase inhibitors and chemical oxidizers, primary screen, counter-screen for diaphorase-coupled primary assays, biochemical, uHTS, resorufin fluorescence | diaphorase resazurin-to-resorufin fluorescence, NADH, 16 min; bacterial (C. kluyveri) enzyme, not human | inhibition, % at 20 µM | 0.69% of 190,000 active | AID 1217, 2008;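 active = primary screen inhibition at 20 µM above a set limit, cut at about 50% in these data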;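 note: plate controls were DMSO with full reaction for no effect and wells lacking NADH for full effect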
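controls = No-NADH positive control and DMSO neutral control | system = Clostridium kluyveri diaphorase enzyme | timing = reaction incubation of 16 min at room temperature | signal = resorufin fluorescence 544/590 nm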
FLuc inh counter – firefly luciferase enzyme inhibitors, primary screen, artefact control for luciferase-based inhibitor screens, biochemical, luminescence, ATPLite; Luciferin 4-monooxygenase (Photinus pyralis), P08659; 10 min; inhibition, % at 10 µM; 1.5% of 200,000 active; AID 1006, 2008;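 active = inhibition above about 50% when tested at 10 µM, limit read from the data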
APP transl inh – inhibitors of APP translation via 5'UTR reporter, primary screen, APP 5'UTR luciferase, SH-SY5Y cells; SH-SY5Y APP 5'UTR-luciferase reporter, luminescence; AID 1285, 2008; inhibition, % at 2 µM; 0.82% of 190,000 active;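 active = inhibition above a set limit, derived from the sample mean plus 3 SD, cut at about 45% in these data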; note: values of inactives mirror those of a sister screen read the other way
STAT1 activator – STAT1 signaling activators, primary screen, cell-based, HTS, luciferase reporter; AID 932, 2007; 2.6% of 200,000 active; NIH 3T3 STAT1-luciferase reporter, IFN-gamma, luminescence; 100% = IFN-gamma alone, no compound; activation (% of control), % at 5.5 µM;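 active = activation above the screen-wide mean activation plus 3 SD, cut at about 130% in these data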;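 note: raw ratio to IFN-gamma control signal so 100% means no change and 0% no light; values of inactives mirror those of a sister screen read the other way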
G6PDH counter – L. mesenteroides G6PDH inhibitors, counter-screen for G6PDH-coupled screening assays, biochemical, Leuconostoc mesenteroides enzyme. inhibition, % at 5 µM. glucose-6-phosphate dehydrogenase [Leuconostoc mesenteroides]. Purified L. mesenteroides G6PDH, diaphorase/resazurin coupled fluorescence, 45 min. AID 1020, 2008. 0.12% of 200,000 active; in the data active = inhibition above about 50%
Diaph act CS – compounds boosting diaphorase resazurin reduction – biochemical, uHTS, resorufin fluorescence, counter-screen for diaphorase-coupled primary assays, primary screen. Diaphorase/resazurin coupled assay, 16 min; stronger effect = higher value; 1 = vehicle wells, 0 = NADH-free wells. activation factor at 20 µM. 0.005% of 190,000 active. AID 1229, 2008;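 active = diaphorase activity raised at least twofold by the compound at 20 µM; inactive = activation factor below 2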
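Material: Clostridium kluyveri diaphorase, purified enzyme; Quantity: enzyme 0.07 U/mL final; Medium: HEPES pH 7.4 buffer with MgCl2 and Tween 20; Dosing: single compound dose of 20 µM, 1% DMSO final; Schedule: 16 min reaction at room temperature; Measured by: red resorufin fluorescence at 544/590 nm excitation/emission.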
Starred values were filed as active, the others as inactive.

Results for CC1C=CCC2C(=O)N(c3cc(Cl)ccc3O)C(=O)C12 (stereo not drawn) ?
APP 5'UTR act: 6; FLuc act counter: 1.1; TLR4-MyD88 BLA: -10; NF-kB neuron act: 1.1; Diaphorase inh: 16; FLuc inh counter: -7; APP transl inh: -6; STAT1 activator: 91; G6PDH counter: 6; Diaph act CS: 0.8

What do the screens show for `CCn1nc(NC(=O)c2ccncc2)c2cc3cc(C)ccc3nc21`?
APP 5'UTR act: -1; FLuc act counter: 0.8; TLR4-MyD88 BLA: -17; NF-kB neuron act: 0.99; Diaphorase inh: 7; FLuc inh counter: 17; APP transl inh: 1; STAT1 activator: 105; G6PDH counter: 9; Diaph act CS: 0.9

What do the screens show for `Cn1cnnc1Sc1ccc(C(F)(F)F)cc1[N+](=O)[O-]`?
APP 5'UTR act: 9; FLuc act counter: 1.1; TLR4-MyD88 BLA: 10; NF-kB neuron act: 1.1; Diaphorase inh: 0; FLuc inh counter: -11; APP transl inh: -9; STAT1 activator: 100; G6PDH counter: 3; Diaph act CS: 1

Results for CCc1nnc(NC(=O)c2ccc(-c3ccc(F)cc3)o2)s1 ?
APP 5'UTR act: 2; FLuc act counter: 1; TLR4-MyD88 BLA: -15; NF-kB neuron act: 1.3; Diaphorase inh: -18; FLuc inh counter: 0; APP transl inh: -2; STAT1 activator: 100; G6PDH counter: 0; Diaph act CS: 1.2

Results for Cc1ccc(S(=O)(=O)N(C)C)cc1NC(=S)N1CCc2ccccc21 ?
APP 5'UTR act: -20; FLuc act counter: 1; TLR4-MyD88 BLA: 3; NF-kB neuron act: 1.1; Diaphorase inh: 14; FLuc inh counter: -4; APP transl inh: 20; STAT1 activator: 101; G6PDH counter: 1; Diaph act CS: 0.9

Results for COC(=O)c1ccc(NC(=O)CSc2nnc(-c3ccccc3)n2C)cc1 ?
APP 5'UTR act: -4; FLuc act counter: 1; TLR4-MyD88 BLA: -11; NF-kB neuron act: 1.1; Diaphorase inh: -7; FLuc inh counter: -1; APP transl inh: 4; STAT1 activator: 102; G6PDH counter: 4; Diaph act CS: 1.1

What do the screens show for `O=[N+]([O-])c1cnn(-c2nc(-c3cccs3)cc(C(F)(F)F)n2)c1`?
APP 5'UTR act: 10; FLuc act counter: 1; TLR4-MyD88 BLA: 6; NF-kB neuron act: 1.4; Diaphorase inh: 9; FLuc inh counter: -5; APP transl inh: -10; STAT1 activator: 104; G6PDH counter: 9; Diaph act CS: 0.9

Results for CC1CCCN(c2oc(-c3cccc4ccccc34)nc2C#N)C1 (stereo not drawn) ?
APP 5'UTR act: 8; FLuc act counter: 1; TLR4-MyD88 BLA: -6; NF-kB neuron act: 1.5; Diaphorase inh: 20; FLuc inh counter: 2; APP transl inh: -8; STAT1 activator: 103; G6PDH counter: 0; Diaph act CS: 0.8

How did O=C1c2cc3ccccc3c(-c3ccccc3)c2C(=O)N1c1ccccn1 do in these assays?
APP 5'UTR act: -19; FLuc act counter: 1; TLR4-MyD88 BLA: -15; NF-kB neuron act: 1.1; Diaphorase inh: 22; FLuc inh counter: -2; APP transl inh: 19; STAT1 activator: 91; G6PDH counter: 16; Diaph act CS: 0.8

What do the screens show for `COCCCNC(=O)c1ccc(NS(C)(=O)=O)cc1`?
APP 5'UTR act: 7; FLuc act counter: 1; TLR4-MyD88 BLA: -1; NF-kB neuron act: 0.93; Diaphorase inh: 11; FLuc inh counter: -2; APP transl inh: -7; STAT1 activator: 96; G6PDH counter: 3; Diaph act CS: 0.9

How did COc1ccc(NC(=O)CN(c2cccc(F)c2)S(C)(=O)=O)cc1OC do in these assays?
FLuc act counter: 1.1; TLR4-MyD88 BLA: 8; NF-kB neuron act: 1.1; Diaphorase inh: 15; FLuc inh counter: -5; APP transl inh: -10; STAT1 activator: 95; G6PDH counter: -7; Diaph act CS: 0.8

What do the screens show for `COc1ccc(-c2cc(C(=O)NC3CCCC3)no2)cc1OC`?
APP 5'UTR act: 5; FLuc act counter: 1.1; TLR4-MyD88 BLA: 11; NF-kB neuron act: 1.6; Diaphorase inh: 9; FLuc inh counter: -6; APP transl inh: -5; STAT1 activator: 104; G6PDH counter: 6; Diaph act CS: 0.9

What do the screens show for `Nc1c(C(=O)NCc2ccc(Cl)cc2)sc2nc3c(c(C(F)(F)F)c12)CCC3`?
APP 5'UTR act: -4; FLuc act counter: 1.1; TLR4-MyD88 BLA: 11; NF-kB neuron act: 0.51; Diaphorase inh: 20; FLuc inh counter: -9; APP transl inh: 4; STAT1 activator: 105; G6PDH counter: 16; Diaph act CS: 0.8

What do the screens show for `CN(CCC#N)CC(=O)Nc1ccc(S(N)(=O)=O)cc1`?
APP 5'UTR act: -5; FLuc act counter: 1.1; TLR4-MyD88 BLA: -7; NF-kB neuron act: 1.2; Diaphorase inh: 3; FLuc inh counter: -9; APP transl inh: 5; STAT1 activator: 94; G6PDH counter: 2; Diaph act CS: 1

How did O=C(CC(=O)N/N=C\c1ccc(F)cc1)NCCc1ccccc1 do in these assays?
APP 5'UTR act: 31; FLuc act counter: 1; TLR4-MyD88 BLA: -6; NF-kB neuron act: 1.1; Diaphorase inh: 1; FLuc inh counter: -4; APP transl inh: -31; STAT1 activator: 100; G6PDH counter: 13; Diaph act CS: 1

How did O=C(CCN1CCN(S(=O)(=O)c2ccc(Br)cc2)CC1)Nc1ccccc1F do in these assays?
APP 5'UTR act: -28; FLuc act counter: 1.1; TLR4-MyD88 BLA: -4; NF-kB neuron act: 1.4; Diaphorase inh: 10; FLuc inh counter: -6; APP transl inh: 28; STAT1 activator: 93; G6PDH counter: 0; Diaph act CS: 0.9

What do the screens show for `CCn1c(SCC(=O)OC)nnc1C1CCCCC1`?
APP 5'UTR act: 0; FLuc act counter: 1.1; TLR4-MyD88 BLA: 12; NF-kB neuron act: 0.89; Diaphorase inh: 6; FLuc inh counter: -6; APP transl inh: 0; STAT1 activator: 105; G6PDH counter: 9; Diaph act CS: 0.9

What do the screens show for `COc1ccc(C)cc1-n1nnnc1SCC(=O)c1cc(C)n(Cc2ccco2)c1C`?
APP 5'UTR act: -14; FLuc act counter: 0.9; TLR4-MyD88 BLA: -7; NF-kB neuron act: 1.2; Diaphorase inh: 26; FLuc inh counter: 11; APP transl inh: 14; STAT1 activator: 93; G6PDH counter: 0; Diaph act CS: 0.7

What do the screens show for `COc1cc(CNCCc2ccc(S(N)(=O)=O)cc2)ccc1OCC(=O)NC(C)(C)C`?
APP 5'UTR act: -7; FLuc act counter: 1; TLR4-MyD88 BLA: -6; NF-kB neuron act: 0.83; Diaphorase inh: -4; FLuc inh counter: -3; APP transl inh: 7; STAT1 activator: 92; G6PDH counter: -6; Diaph act CS: 1

How did COc1cccc(N(CC(=O)N2CCc3ccccc3C2)S(C)(=O)=O)c1 do in these assays?
APP 5'UTR act: -17; FLuc act counter: 1; TLR4-MyD88 BLA: 0; NF-kB neuron act: 0.93; Diaphorase inh: 10; FLuc inh counter: 0; APP transl inh: 17; STAT1 activator: 96; G6PDH counter: 5; Diaph act CS: 0.9

Brought forward from above: 4 entries, followed by the next part.
What do the screens show for `CCn1c(SCC(=O)OC)nnc1C1CCCCC1`?
APP 5'UTR act: 0; FLuc act counter: 1.1; TLR4-MyD88 BLA: 12; NF-kB neuron act: 0.89; Diaphorase inh: 6; FLuc inh counter: -6; APP transl inh: 0; STAT1 activator: 105; G6PDH counter: 9; Diaph act CS: 0.9

What do the screens show for `COc1ccc(C)cc1-n1nnnc1SCC(=O)c1cc(C)n(Cc2ccco2)c1C`?
APP 5'UTR act: -14; FLuc act counter: 0.9; TLR4-MyD88 BLA: -7; NF-kB neuron act: 1.2; Diaphorase inh: 26; FLuc inh counter: 11; APP transl inh: 14; STAT1 activator: 93; G6PDH counter: 0; Diaph act CS: 0.7

What do the screens show for `COc1cc(CNCCc2ccc(S(N)(=O)=O)cc2)ccc1OCC(=O)NC(C)(C)C`?
APP 5'UTR act: -7; FLuc act counter: 1; TLR4-MyD88 BLA: -6; NF-kB neuron act: 0.83; Diaphorase inh: -4; FLuc inh counter: -3; APP transl inh: 7; STAT1 activator: 92; G6PDH counter: -6; Diaph act CS: 1

How did COc1cccc(N(CC(=O)N2CCc3ccccc3C2)S(C)(=O)=O)c1 do in these assays?
APP 5'UTR act: -17; FLuc act counter: 1; TLR4-MyD88 BLA: 0; NF-kB neuron act: 0.93; Diaphorase inh: 10; FLuc inh counter: 0; APP transl inh: 17; STAT1 activator: 96; G6PDH counter: 5; Diaph act CS: 0.9

What do the screens show for `Cc1cccc2cc(C(c3nnnn3CC3CCCO3)N3CCCc4ccccc43)c(=O)[nH]c12` (stereo not drawn)?
APP 5'UTR act: 27; FLuc act counter: 1.1; TLR4-MyD88 BLA: -1; NF-kB neuron act: 1.1; Diaphorase inh: 60*; FLuc inh counter: -6; APP transl inh: -27; STAT1 activator: 100; G6PDH counter: 5; Diaph act CS: 0.4

How did COC(=O)c1ccc(NC(=O)CCOc2ccccc2)cc1 do in these assays?
APP 5'UTR act: 28; FLuc act counter: 1.1; TLR4-MyD88 BLA: -15; NF-kB neuron act: 1.5; Diaphorase inh: 4; FLuc inh counter: -11; APP transl inh: -28; STAT1 activator: 110; G6PDH counter: 15; Diaph act CS: 1

How did COc1cc(/C=N/NC(=O)c2cccnc2)ccc1OS(=O)(=O)c1ccc(F)cc1 do in these assays?
APP 5'UTR act: 13; FLuc act counter: 1.1; TLR4-MyD88 BLA: -1; NF-kB neuron act: 0.51; Diaphorase inh: 14; FLuc inh counter: -6; APP transl inh: -13; STAT1 activator: 109; G6PDH counter: -23; Diaph act CS: 0.9

How did CCOC(=O)c1c(N)sc(=S)c2c1CCC2 do in these assays?
APP 5'UTR act: -4; FLuc act counter: 1; TLR4-MyD88 BLA: 2; NF-kB neuron act: 1.1; Diaphorase inh: 23; FLuc inh counter: 0; APP transl inh: 4; STAT1 activator: 90; G6PDH counter: 12; Diaph act CS: 0.8

What do the screens show for `CCCc1cc(=O)[nH]c(SCC(=O)Nc2c(C)cccc2C)n1`?
APP 5'UTR act: 24; FLuc act counter: 1; TLR4-MyD88 BLA: 6; NF-kB neuron act: 1; Diaphorase inh: 3; FLuc inh counter: 0; APP transl inh: -24; STAT1 activator: 102; G6PDH counter: -4; Diaph act CS: 1
